PI4K2A block – blocks human PI4K2A kinase activity; activity change, negative = inhibition, % at 76.9 µM; Q9BTU6; purified PI4K2A, ADP-Glo luminescence, 1 h; stronger effect = lower value; 420,000 tested, 0.13% active; in the data active means activity change below about -50%; inconclusive means mostly about -30% to -49%;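 further: -100% = wells without enzyme as full effect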
Target sequence (Q9BTU6 whole entry, looked up): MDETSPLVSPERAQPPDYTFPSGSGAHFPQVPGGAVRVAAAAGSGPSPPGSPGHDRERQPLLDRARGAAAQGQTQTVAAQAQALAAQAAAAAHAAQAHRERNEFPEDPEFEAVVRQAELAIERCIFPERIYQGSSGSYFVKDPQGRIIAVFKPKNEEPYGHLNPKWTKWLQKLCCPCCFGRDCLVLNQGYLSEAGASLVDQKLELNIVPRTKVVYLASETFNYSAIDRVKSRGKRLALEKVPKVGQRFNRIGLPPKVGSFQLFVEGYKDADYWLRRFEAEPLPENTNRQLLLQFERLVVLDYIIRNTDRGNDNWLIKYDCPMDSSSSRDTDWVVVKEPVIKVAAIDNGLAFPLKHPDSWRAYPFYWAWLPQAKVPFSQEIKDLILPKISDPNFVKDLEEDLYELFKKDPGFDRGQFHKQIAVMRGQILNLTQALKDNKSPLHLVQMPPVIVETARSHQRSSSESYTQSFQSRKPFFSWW
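PI4K2A activity was measured by ADP-Glo luminescence: enzyme (4 ug/mL stock) and phosphatidylinositol (1.2 mM stock) in Tris pH 7.5/MgCl2/EGTA/Triton X-100 buffer were reacted with ATP (300 microM stock) for one hour at ambient temperature.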
TrxR1 substrate – rat thioredoxin reductase 1 substrate activity; purified TrxR1 substrate turnover, NADPH consumption readout; Potency, µM (top dose mostly 114 µM), inactives show top-dose activity change, negative = substrate turnover; AID 588456; 390,000 tested, 0.01% active; further: potency means the concentration at half of the fitted maximal effect; on the % scale 0 is the no-effect control and ±100 the full control effect; nearly all actives have a fitted effect of over 50% in size
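Rat TrxR1, dispensed at 90 nM, was prereduced with 400 uM NADPH (final) for 5 min at ~22 deg C, then incubated with compound 15 min before 400 uM selenite. A first-read NADPH fluorescence drop versus no-compound background flagged substrates.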
Vif-APOBEC3G blk – inhibitors of Vif-APOBEC3G interaction | Q9HC16 | HeLa A3G-eYFP + Vif (tagged APOBEC3G with the HIV-1 protein that degrades it), YFP fluorescence, overnight | Potency, µM (doses to about 46.1 µM), for the others: at the top dose activity, negative = active, most hits filed as inhibitors | 410,000 tested, 0.076% active | AID 602310;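 further: potency means the concentration at half of the fitted maximal effect; on the % scale 0 is the no-effect control and ±100 the full control effect; nearly all actives have a fitted effect of over 60% in size; hits raise eYFP signal because A3G escapes Vif-driven loss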
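HeLa cells stably expressing Vif and C-terminally eYFP-tagged A3G, seeded overnight at 37 deg C, then exposed to compound by pintool overnight at 37 deg C. Rise in yellow fluorescence (Ex 488/Em 500-530, Acumen) marks blocked Vif-driven A3G degradation.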
GRP78 ERSR act – ER stress response induction in glioma; Potency, µM, for inactives: at the top dose activation, most hits filed as activators; 420,000 tested, 0.02% active; AID 602332; U87-MG GRP78 promoter luciferase reporter, 16 h; further: potency means the concentration at half of the fitted maximal effect; series mostly up to about 76 µM; % of control where 0% means no effect; nearly all actives have a fitted effect of over 35% in size
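ERSR induction read as luciferase luminescence (Bright-Glo, 10 min at room temperature) in stably transfected human U87-MG glioma cells exposed to compounds for 16 h, using GRP78 as sensor.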
USP1 inh – USP1/UAF1 (human) deubiquitinase inhibition. O94782. recombinant USP1/UAF1, Ub-Rhodamine cleavage fluorescence. Potency, µM (highest dose often 57.1 µM), without a hit: top-dose activity change, negative = inhibition, most hits filed as inhibitors. 390,000 tested, 0.23% active; further: potency means the concentration at half of the fitted maximal effect; on the % scale 0 is the no-effect control and ±100 the full control effect; nearly all actives have a fitted effect of over 60% in size; inactives centre near -12
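USP1/UAF1 complex (1 nM) preincubated 15 min at room temperature with compound, then Ub-Rho substrate (150 nM final) added. Kinetic fluorescence at 480/540 nm over 6 reads at 60 s intervals; 50 mM HEPES pH 7.8, 0.5 mM EDTA, 0.1 mg/ml BSA, 1 mM TCEP, 0.01% Tween-20.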
RXFP1 ag – activates the human relaxin receptor RXFP1 | AID 2676 | 370,000 tested, 0.3% active | Potency, µM (titrated, usually from 57.5 µM), inactives show at the top dose activation, most hits filed as activators | HEK293T-RXFP1 cAMP TR-FRET, 30 min; response scale: percent of porcine relaxin response, buffer zero; further: potency means the concentration at half of the fitted maximal effect; on the % scale 0 is the no-effect control and ±100 the full control effect; nearly all actives have a fitted effect of over 60% in size; many of its hits are not listed in these tables
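Agonist response is measured as cAMP accumulation in an RXFP1-transfected HEK293T line under PDE4 inhibition. Values are scaled between buffer-only and 29 nM porcine relaxin, and EC50s come from standard Hill equation fits.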
Vif-A3F inh – blocks the Vif interaction with APOBEC3F; HeLa A3F-eYFP + Vif (tagged APOBEC3F with the HIV-1 protein that degrades it), YFP fluorescence increase; Potency, µM (highest dose often 46.1 µM), inactives show top-dose activity, negative = active; 390,000 tested, 0.2% active; AID 602313; further: potency means the concentration at half of the fitted maximal effect; % of control where 0% means no effect; nearly all actives have a fitted effect of over 65% in size
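HeLa cells stably expressing Vif plus C-terminally eYFP-tagged A3F were seeded, incubated overnight at 37 deg C, dosed with compound, incubated overnight again at 37 deg C. Yellow fluorescence (Ex 488/Em 500-530) reported blocked Vif-mediated A3F-eYFP degradation.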
LDHA inh – blocks human lactate dehydrogenase A | P00338 | purified LDHA, NADH/diaphorase-resazurin fluorescence; stronger effect = lower value | activity change, % (values are at about 110 or 230 µM) | 480,000 tested, 0.15% active | AID 1347041; in the data active means activity change below about -30%; inconclusive means mostly about -25% to -30%;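 further: plate controls were DMSO wells for no effect and wells without enzyme for full effect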
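Human LDH5 (2 nM) was incubated with 0.06 mM NADH and 0.2 mM pyruvate for 5 min at room temperature in Tris pH 7.4. Remaining NADH was coupled through diaphorase/resazurin, and resorufin fluorescence was read at 0 and 20 min.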
IDH1 R132H inh – inhibitors of human mutant IDH1 R132H | IDH1-R132H enzyme, NADPH consumption, diaphorase/resazurin fluorescence | O75874 | Potency, µM (top dose mostly 76.6 µM), for inactives: at the highest dose activity change, negative = inhibition, hits mostly inhibitors | 390,000 tested, 0.093% active; further: potency means the concentration at half of the fitted maximal effect; on the % scale 0 is the no-effect control and ±100 the full control effect; nearly all actives have a fitted effect of over 65% in size
Target sequence (O75874 whole entry R132H, stated change not applied): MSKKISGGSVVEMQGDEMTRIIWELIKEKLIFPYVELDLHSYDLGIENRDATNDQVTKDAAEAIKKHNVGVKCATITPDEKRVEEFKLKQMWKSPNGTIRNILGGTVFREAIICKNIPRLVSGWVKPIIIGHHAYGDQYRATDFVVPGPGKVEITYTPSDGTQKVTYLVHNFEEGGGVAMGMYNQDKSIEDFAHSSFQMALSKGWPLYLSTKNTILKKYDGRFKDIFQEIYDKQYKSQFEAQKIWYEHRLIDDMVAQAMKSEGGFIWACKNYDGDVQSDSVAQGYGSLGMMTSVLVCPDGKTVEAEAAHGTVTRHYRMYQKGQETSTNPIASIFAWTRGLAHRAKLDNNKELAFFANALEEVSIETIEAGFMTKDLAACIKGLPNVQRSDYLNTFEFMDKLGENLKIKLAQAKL
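IDH1-R132H (0.5 ug/mL) preincubated 30 min with compound, then NADPH (0.016 mM) and alpha-KG (2 mM) added; 80 min at RT, pH 7.5. Remaining NADPH coupled via diaphorase/resazurin to fluorescence (540/590 nm); concentration-response curves normalized to no-enzyme control.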
* = called active by the depositor; ? = inconclusive; . = no result given; [ ] = remark or other dose. Unless noted, the call rests on the fitted dose curve; in most records, active means well fitted curve in the direction sought with a large enough effect; inconclusive means small, poorly fitted or top-dose-only effect, or another doubt; inactive means no such curve, though single readings can be large; an effect the other way counts as inactive or inconclusive. An excerpt; count on the stated rates, not on these rows.

no.	structure	PI4K2A block	TrxR1 substrate	Vif-APOBEC3G blk	GRP78 ERSR act	USP1 inh	RXFP1 ag	Vif-A3F inh	LDHA inh	IDH1 R132H inh
1	CN(CC(=O)N1CCCC1)S(=O)(=O)c1ccc2ccccc2c1	-10.8	10.7%	2.4%	-4.8%	-6.2%	-0.7%	9.7%	-4.9	-6.0%
2	O=S(=O)(NCC1OCCc2ccccc21)c1ccc(S(=O)(=O)N2CCOCC2)cc1 (stereo not drawn)	1.5	6.4%	1.6%	-4.4%	-1.0%	-0.6%	0.0%	-4.3	6.5%
3	O=[N+]([O-])c1cc(-c2nc(-c3ccccc3)no2)ccc1NC1CCCC1	1.5	-8.0%	-2.3%	-4.4%	-4.1%	-7.1%	-7.1%	-4.4	-4.0%
4	Cc1ccc(-c2noc(CCC(=O)Nc3cc(C)ccn3)n2)cc1	2.2	-13.3%	2.3%	-3.2%	-19.9%	-0.4%	-8.6%	-5.4	4.9%
5	CC1CCCCC12NC(=O)N(CC(=O)OCC(=O)c1ccc(OC(F)F)cc1OC(F)F)C2=O (stereo not drawn)	-1.8	-1.2%	-0.4%	-3.2%	-9.5%	-2.0%	4.2%	-9.6	-2.2%
6	O=C(COc1ccc(Br)cc1F)Nc1nnc(C2CC2)s1	2.0	7.4%	-5.2%	-2.7%	-9.4%	.	-8.3%	-10.0	-0.3%
7	Cc1cc2c(cc1S(=O)(=O)NCC(C)c1ccccc1)n(C)c(=O)c(=O)n2C (stereo not drawn)	0.9	6.6%[57.1 µM]	-4.1%	-3.4%	-4.2%	11.2%	5.8%	0.1	10.8%
8	CCc1nn(-c2ccccc2)c2c1-c1cc(OC)c(OC)cc1C1(N2)C(=O)Nc2ccccc21 (stereo not drawn)	9.5	-10.0%	-10.9%	-1.7%	-28.6%	-0.6%	-26.8%	11.6	3.5%
9	COc1c(C(=O)NNC(=O)c2ccccc2Cl)csc1Br	-3.7	5.3%[57.1 µM]	-0.8%	-1.2%	8.0%	0.5%	5.3%	-3.8	-5.1%
10	CCC(=O)NC1=C(NC(C)c2ccccc2)C(=O)c2ccccc2C1=O (stereo not drawn)	-3.0	-6.1%	-1.5%	-5.1%	-21.6%	-1.3%	-3.3%	16.7	0.3%
11	Fc1cccc(CSc2nc3ccncc3[nH]2)c1	-1.7	-2.5%[57.1 µM]	0.3%	0.4%	-5.0%	-1.5%	1.1%	-18.0	-2.9%
12	O=C(Cc1cn2ccsc2n1)Nc1nc2c(s1)CCCC2	-1.6	0.3%	0.1%	5.6%	-19.2%	-0.2%	.	-3.8	5.9%
13	CN1C(=O)C(C)(C)c2cc(S(=O)(=O)N3CCN(c4cccc(Cl)c4)CC3)ccc21	-2.0	3.3%[57.1 µM]	-0.8%	2.0%	-3.3%	1.6%	2.0%	0.1	5.6%
14	CCOc1ccccc1NC(=O)CCc1c(C)nc2cc(-c3ccccc3)nn2c1C	0.6	94.9%[activator]	2.5%	-7.4%	-33.3%	4.2%	0.8%	0.0	6.0%
15	COc1c(C(=O)Nc2ccc(Br)cn2)ccc2ccccc12	0.8	5.6%	-9.3%	14.2%	-19.1%	4.7%	-1.4%	-1.0	-9.3%
16	Cc1noc(C)c1S(=O)(=O)N(C)Cc1ccccc1	-5.7	0.3%	2.4%	-2.2%	-6.6%	0.3%	-0.3%	-9.7	-1.6%
17	CCOC(=O)N1CCC(N2Cc3cccc(C(=O)N4CCN(C5CCCCC5)CC4)c3C2=O)CC1	-0.7	10.7%[57.1 µM]	0.9%	-4.2%	-21.2%	4.1%	-1.4%	1.0	0.5%
18	COc1ccc(C(C)C)cc1S(=O)(=O)Nc1ccccn1	1.9	11.3%	2.3%	-3.6%	-6.5%	0.0%	-5.1%	1.3	4.6%
19	Cc1cc(S(=O)(=O)N2CCOCC2)ccc1OCC(=O)N1CCC(C)CC1	0.3	2.7%[57.1 µM]	-2.6%	-0.8%	-3.9%	-4.1%	?	-1.3	-7.0%
20	CC(=O)Nc1ccc(NC(=O)CC2Nc3cccc4cccc(c34)NC2=O)cc1 (stereo not drawn)	-12.4	-0.9%	1.9%	4.8%	-3.2%	-4.0%	2.1%	11.3	0.0%
21	CCC(NC(=O)C(C)NC)C(=O)N1CCCC1C(=O)NC1CCCc2ccccc21 (stereo not drawn)	2.2	6.7%	4.2%	-4.8%	-20.5%	-0.2%	0.7%	0.1	12.2%
22	CN(C(=O)CS(=O)(=O)c1cn(CC(=O)N2CCCCC2)c2ccccc12)c1ccccc1	-1.1	7.8%	3.3%	-2.2%	-19.1%	5.5%	2.4%	-5.2	-3.1%
23	Cc1ccc(C2(C)NC(=O)N(CC(=O)NCc3cccs3)C2=O)cc1 (stereo not drawn)	3.0	-2.7%	2.0%	3.7%	-0.1%	-1.7%	-0.8%	-1.2	-7.0%
24	COc1ccc(S(=O)(=O)Nc2cccnc2)cc1	-1.2	3.8%	5.8%	-4.0%	-18.7%	1.1%	-11.7%	-3.6	-1.3%
25	Cc1c(C(=O)NN2CCOCC2)oc2c1ccc1ccccc12	-0.9	-6.2%[57.1 µM]	-5.2%	-1.7%	-2.6%	2.7%	5.6%	-0.9	4.2%

Continuation:
no.	Molecule	PI4K2A block	TrxR1 substrate	Vif-APOBEC3G blk	GRP78 ERSR act	USP1 inh	RXFP1 ag	Vif-A3F inh	LDHA inh	IDH1 R132H inh
26	Cc1ccc2c(CNCc3cccc(Cl)c3)c(C(=O)O)n(Cc3ccc(F)cc3Cl)c2c1	-1.4	-2.0%	-4.7%	-5.0%	?	-0.6%	1.4%	-5.7	9.3%
27	COc1ccc(OCC(=O)OCC(=O)N2C(C)CCCC2C)cc1 (stereo not drawn)	1.1	1.0%	-6.2%	-5.1%	-3.7%	-0.3%	-10.8%	-3.8	5.1%
28	CN(CC(=O)Nc1cccc2ccccc12)C(=O)c1ccc(NC(=O)CC#N)cc1	11.9	11.4%	-1.7%	-1.3%	-16.6%	.	-6.9%	-2.7	-1.3%
29	COc1ccc(OC)c(NC(=O)Cn2c(=O)n(CC(=O)NCc3ccco3)c(=O)c3ccccc32)c1	-4.4	-8.5%[57.1 µM]	-27.4%	-10.5%	-0.2%	-1.7%	4.0%	-16.4	0.9%
30	Nc1c(C(=O)c2ccccc2)oc2ccc([N+](=O)[O-])cc12	-2.6	-7.7%	-6.9%	5.2%	-9.7%	0.0%	-1.1%	9.5	7.5%
31	COc1ccc(CCC(=O)OCC(=O)Nc2c(C)n(C)n(-c3ccccc3)c2=O)cc1	-2.4	-0.1%	0.6%	-3.3%	-4.3%	1.1%	1.5%	-0.4	-7.2%
32	COc1cc2c(cc1NC(=O)C(C)Oc1ccccc1)oc1ccccc12 (stereo not drawn)	3.1	18.0%	0.8%	-1.3%	5.2%	-0.3%	-4.7%	0.9	0.4%
33	CC1(/[N+]([O-])=C/c2ccc(Cl)cc2Cl)CCCCC1=O (stereo not drawn)	-1.1	0.2%[57.1 µM]	1.1%	1.6%	6.8%	-0.2%	0.7%	-5.1	-0.7%
34	COCC(C)NC(=O)c1ccc(N(C)C)cc1 (stereo not drawn)	-0.7	-11.6%	-4.1%	3.7%	-6.9%	-0.3%	-3.9%	3.6	-1.4%
35	COC(=O)Cn1c(CN2CCN(C(=O)c3ccco3)CC2)nc2c1c(=O)n(C)c(=O)n2C	-21.2	-3.2%	0.7%	-1.3%	-5.9%	18.0%	-27.5%	0.0	0.1%
36	CCCCn1c(N)c(N(CCC(C)C)C(=O)COC(=O)c2cccnc2Cl)c(=O)[nH]c1=O	3.6	-1.7%	1.8%	-3.0%	-3.9%	-0.6%	-0.9%	-3.2	-1.7%

Ordered by value in USP1 inh (descending): 3 from the list above
| nr | Compound | USP1 inh |
| --- | --- | --- |
| 33 | CC1(/[N+]([O-])=C/c2ccc(Cl)cc2Cl)CCCCC1=O (stereo not drawn) | 6.8% |
| 30 | Nc1c(C(=O)c2ccccc2)oc2ccc([N+](=O)[O-])cc12 | -9.7% |
| 28 | CN(CC(=O)Nc1cccc2ccccc12)C(=O)c1ccc(NC(=O)CC#N)cc1 | -16.6% |

Screening data as filed in PubChem.
